Compound activity: PubChem BioAssay, Broad Institute
Casp6 inh = caspase-6 (human) enzyme inhibition | inhibition, % at 12.5 µM | P55212 | AID 686996 | actives 0.53% (n = 350,000) | purified caspase-6, Z-VEID-R110 cleavage fluorescence;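 active means mean inhibition across replicates at least about 35%, with every replicate also reaching that limit, limit read from the data; inconclusive means only one of the two criteria met; inactive means neither criterion met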;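 further: 0% = median of neutral control wells and 100% = no fluorescence left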
RAD52 inh = RAD52 (human) annealing inhibition; inhibition, % at 18.7 µM; actives 0.46% (n = 360,000); AID 651710; recombinant RAD52 DNA annealing, FRET fluorescence;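 active means every replicate showing at least 50% inhibition; inconclusive means mean inhibition at least 50% but not in every replicate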
Target sequence (P43351 whole entry, looked up): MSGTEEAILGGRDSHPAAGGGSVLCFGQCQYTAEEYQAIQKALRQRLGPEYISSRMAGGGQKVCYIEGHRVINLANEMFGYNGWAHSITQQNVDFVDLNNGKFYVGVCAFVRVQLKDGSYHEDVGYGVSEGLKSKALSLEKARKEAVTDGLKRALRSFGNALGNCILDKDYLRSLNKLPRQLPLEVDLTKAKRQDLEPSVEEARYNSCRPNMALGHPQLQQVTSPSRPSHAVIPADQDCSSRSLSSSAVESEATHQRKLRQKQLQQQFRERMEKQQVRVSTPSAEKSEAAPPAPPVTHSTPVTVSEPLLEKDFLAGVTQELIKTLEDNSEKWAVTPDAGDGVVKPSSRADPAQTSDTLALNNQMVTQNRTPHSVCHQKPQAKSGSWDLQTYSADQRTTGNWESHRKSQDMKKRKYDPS
E-selectin induc = induces E-selectin expression in human endothelial cells. HUVEC E-selectin immunofluorescence imaging; normalized: neutral wells 0, TNF-alpha wells 100. actives 0.37% (n = 260,000). activation, % at 7.58 µM. P16581;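 active means mean E-selectin-positive cell signal at least 10% of the positive control, reached in at least 60% of replicates, without over 20% cell loss; inconclusive means no rule given, readout overlaps actives, possibly toxicity-flagged; inactive means the rest, including those meeting only one limit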;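 further: in these data hits start at about 27%; measured in HUVEC primary endothelial cells; signal is the percent of cells scored E-selectin positive by PE staining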
Target sequence (P16581 whole entry, looked up): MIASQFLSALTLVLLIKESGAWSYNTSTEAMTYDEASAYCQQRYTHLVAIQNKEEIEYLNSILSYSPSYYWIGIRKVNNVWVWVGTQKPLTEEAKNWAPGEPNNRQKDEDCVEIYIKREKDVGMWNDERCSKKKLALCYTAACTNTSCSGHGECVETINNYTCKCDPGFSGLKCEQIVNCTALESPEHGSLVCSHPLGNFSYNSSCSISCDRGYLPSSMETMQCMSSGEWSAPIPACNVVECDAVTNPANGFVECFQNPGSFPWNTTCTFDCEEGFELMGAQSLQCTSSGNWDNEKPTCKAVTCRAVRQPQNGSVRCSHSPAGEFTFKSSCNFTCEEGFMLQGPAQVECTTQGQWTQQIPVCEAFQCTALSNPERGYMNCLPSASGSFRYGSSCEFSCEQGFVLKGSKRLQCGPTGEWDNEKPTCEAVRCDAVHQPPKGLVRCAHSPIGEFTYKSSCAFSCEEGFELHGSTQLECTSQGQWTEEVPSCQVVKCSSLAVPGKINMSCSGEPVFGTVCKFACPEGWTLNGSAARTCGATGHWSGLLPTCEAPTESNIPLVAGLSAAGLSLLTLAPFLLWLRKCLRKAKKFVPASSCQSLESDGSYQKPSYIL
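Assay system: HUVEC, human umbilical vein endothelial cells / Amount: 3,000 HUVEC/well / Controls: TNF-alpha positive control, DMSO neutral control / Compound dosing: single concentration / Medium: EGM-2 over gelatin coat / Evaluation: percent E-selectin-positive cells / Signal: immunofluorescence imaging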
XiGFP reactiv = activators of X-chromosome reactivation in mouse fibroblasts; activation, % at 7.58 µM; XiGFP mouse fibroblasts, % GFP-positive cells imaging, 3 d; cells co-treated with 5-aza-dC sensitizer; scaled so ellipticine positive control = 100%; actives 0.055% (n = 360,000);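 active means mean normalized replicate activation at least 10% and every replicate at or above 10%; inconclusive means only one of the two criteria met; inactive means mean below 10% and not all replicates reach 10%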;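 further: 0% = median of on-plate neutral control wells and 100% = ellipticine 6 µM median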
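System: XiGFP fibroblasts, SV40-immortalized. Medium: DMEM plus 5-aza-dC sensitizer. Doses: single point. Timing: 3 d treatment, 15 min room-temperature fixation. Control set: ellipticine 6 µM.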
DENV2 CPE = DENV2-induced cell death inhibition; DENV2-infected cells, cytopathic effect rescue, plate reader; CPE inhibition, % at 9.99 µM; actives 1.7% (n = 350,000); in the data active means CPE inhibition above about 20%, passing the limit was not always enough; inconclusive means no clear call, values can overlap the other calls; tested in BHK-21 cells;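 further: 0% = median of neutral control wells and 100% = median of positive control wells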
INS-1E GSIS act = GLuc luminescence reporter in INS-1E cells, primary screen for activators of glucose-dependent secretion of insulin; AID 743287; INS-1E GLuc reporter insulin secretion, 2-3 h; actives 0.61% (n = 370,000); activation, % at 16.6 µM;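 active means lowest replicate activation of at least 40%, so every replicate reaches that level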;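 further: 0% = median of neutral control wells and 100% = median of IBMX positive control wells; some compounds called inactive have numbers as strong as hits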
CFTR F508del cor = correctors of CFTR F508del function in bronchial epithelial cells; CFBE cells, YFP halide quenching; stimulated with forskolin plus potentiator P3; % fluorescence drop versus neutral controls; activity (quench increase), % at 7.58 µM; actives 0.36% (n = 350,000); AID 720511;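 active means mean added fluorescence quench of at least 8% versus neutral control, with both replicates also reaching 8%; inconclusive means only one of the mean or replicate conditions met; inactive means mean below 8% and not both replicates reaching 8%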;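 further: cells transiently co-express mutant CFTR-F508del with the halide-sensitive YFP; corrector assay measuring rescue of mutant channel to the surface after 24 h compound exposure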
RAD54 inh = RAD54 (human) branch migration inhibition. Q92698. RAD54 Holliday junction branch migration, FAM/BHQ fluorescence. inhibition, % at 10.4 µM. actives 0.14% (n = 360,000). AID 602329;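 active means mean normalized replicate activity at least 40 and at least half of replicates scoring 40 or more; inconclusive means only one of the two criteria met; inactive means mean below 40 and under half of replicates reaching 40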;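 further: 0% = median of neutral control wells and 100% = median of positive control wells; inhibitors cause a drop in the FAM fluorescence signal; in these data hits start at about 50%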
* hit, by the source's call; ? = inconclusive; / = no result given.

Compound,Casp6 inh,RAD52 inh,E-selectin induc,XiGFP reactiv,DENV2 CPE,INS-1E GSIS act,CFTR F508del cor,RAD54 inh
C[C@H](CO)N1C[C@H](C)[C@H](CN(C)Cc2ccc(C(=O)O)cc2)Oc2c(NC(=O)C3CCOCC3)cccc2C1=O,2,0,-2.9,0.0,3,4,-2.5,0
Cc1noc(C)c1C(=O)N1CCN(S(=O)(=O)c2ccc(F)cc2)CC1,-4,-12,/,0.1,-10,5,0.1,/
CCN(C(=O)COC(=O)c1cc2c(s1)CCC(C)C2)c1c(N)n(Cc2ccccc2)c(=O)[nH]c1=O (centres undefined),1,-27,/,-0.2,7,8,3.4,-1
O=C(COc1cc([N+](=O)[O-])cc2cccnc12)NCCC1=CCCCC1,5,-4,/,0.1,-5,-1,-0.6,-1
CO[C@@H]1CN(C)C(=O)c2ccc(NC(C)=O)cc2OC[C@@H](C)N(Cc2ccccn2)C[C@@H]1C,1,1,-0.1,0.6,-2,6,2.7,3
COc1cccc(C(=O)Nc2cccc3ccccc23)c1,-1,3,/,0.1,-4,2,-10,1
Cc1ccc(-c2cc(C(=O)Nc3cc(C(=O)O)ccc3C)c3ccccc3n2)cc1,7,-16,/,0.0,3,9,0.1,-7
O=C(N[C@H]1CC[C@@H](CCNC(=O)C2CCCC2)O[C@H]1CO)c1ccncc1,2,6,0.3,-0.4,3,-8,-3.5,-6
COc1ccc(OC)c(/C=N/NC(=O)c2ccc(=O)[nH]n2)c1,0,1,0.1,0.2,5,14,-2.7,/
C[C@@H]1CN([C@H](C)CO)C(=O)c2cc(NC(=O)CCC(F)(F)F)ccc2O[C@@H](C)CCCCO[C@H]1CN(C)S(=O)(=O)c1ccc(F)cc1,1,7,/,0.2,-10,-4,6.5,2
O=C(COc1coc(CN2CCN(c3cccc(Cl)c3)CC2)cc1=O)NC1CCCC1,5,6,/,0.1,0,3,3.7,0
Cc1ccnc(NC(=O)C2CC(=O)N(c3ccc4c(c3)OCCO4)C2)c1 (centres undefined),-2,-15,0.0,0.0,-6,-2,-0.7,-9
C[C@H](CO)N1C[C@H](C)[C@@H](CN(C)Cc2ccncc2)Oc2c(NC(=O)CCC(F)(F)F)cccc2C1=O,/,/,0.9,0.0,/,1,-3.3,1
CN1CCN(C(=O)C[C@H]2CC[C@H]3[C@@H](COC[C@H](O)CN3C(=O)C3CCOCC3)O2)CC1,2,-37,0.0,0.2,1,8,2.4,-16
C[C@H]1CCCCO[C@@H](CN(C)Cc2ccccc2)[C@@H](C)CN([C@@H](C)CO)C(=O)c2cc(NC(=O)Nc3ccc4c(c3)OCO4)ccc2O1,2,-7,0.0,0.6,-2,-28,1.9,3
O=C(c1ccncc1)N1CC(=O)N2[C@H](CO)[C@H](c3ccc(-c4cccnc4)cc3)[C@@H]2C1,2,-2,0.1,0.0,19,3,1.0,/
C=CCNC(=O)C1CCN(c2ccc(S(=O)(=O)N3CCOCC3)cc2Cl)CC1,-4,4,/,0.0,-3,-6,1.1,/
CNC[C@@H]1Oc2cc(C#Cc3ccc(F)cc3)ccc2S(=O)(=O)N([C@@H](C)CO)C[C@H]1C,2,48,0.0,-0.5,7,-27,1.3,14
Cc1cc(C)cc(N(CC(=O)NCc2ccco2)S(=O)(=O)c2ccccc2)c1,3,-9,/,0.0,8,-6,-0.5,2
CN1C(=O)c2cc(NC(=O)C3CCOCC3)ccc2OC[C@H]2O[C@H](CC(=O)O)CC[C@H]21,8,11,0.2,-0.1,-4,6,-1.2,1
CCOC(=O)C1CCN(c2cc3c(cc2NC(=O)c2ccccc2F)n(C)c(=O)n3C)CC1,11,13,/,-0.1,3,-1,-1.6,3
COc1ccc(CNS(=O)(=O)NCc2ccccc2F)cc1,-1,-6,0.3,-0.1,5,13,-0.2,/
COc1ccc(S(=O)(=O)Nc2ccc3c(c2)CC(=O)N([C@H](C)CO)C[C@H](C)[C@@H](CN(C)Cc2ccccc2)O3)cc1,-1,-17,/,-1.3,13,-17,1.3,1
CC(=O)c1c(N2CCCC2)[nH]c(-c2ccccc2)nc1=S,0,-10,/,/,-2,-2,0.1,/
CCOC1=C/C(=C/c2c(N)n3nc(CC(=O)N4CCCCC4)sc3nc2=O)C=CC1=O,5,-386,/,0.3,-3,-18,0.1,-38
CCCN(C)C[C@@H]1Oc2cc(C#Cc3ccccc3F)ccc2S(=O)(=O)N([C@@H](C)CO)C[C@@H]1C,1,-1,-3.3,-0.5,-8,-7,-0.4,1
NC(=O)CSc1n[nH]c(=O)n1CCc1ccccc1,-2,-5,1.2,0.0,2,9,0.7,-4
C[C@H](O)C#Cc1cnc2c(c1)C(=O)N([C@H](C)CO)C[C@H](C)[C@@H](CN(C)C(=O)c1ccccc1)O2,5,-8,0.4,-1.3,-6,11,0.3,7
CC(C)(C)c1ccc(-n2ncc3c2CCCC3NC(=O)CCN2CCCCC2=O)cc1 (centres undefined),-1,-4,-0.6,0.0,-7,-27,-0.9,-4
O=C(NCc1ccccc1)C(c1cccnc1)N(C(=O)c1csnn1)c1ccccc1 (centres undefined),-1,-1,/,0.0,8,18,2.2,-7
O=C(COC(=O)COc1ccccc1)Nc1ccc(OC(F)(F)F)cc1,0,0,/,/,/,2,/,0
CC(=O)NNC(=O)c1sc(=S)n(C)c1C,-4,-1,-0.2,-0.1,0,11,0.0,/
Cc1ccc(OCc2nnn(CC(=O)NS(=O)(=O)c3c(C)noc3C)c2-c2ccccc2)cc1,0,-16,0.0,-0.1,-7,34,1.6,1
O=C(CCN1CCCCC1)N[C@H]1CC[C@@H](CCn2cc(-c3ccc(F)cc3)nn2)O[C@H]1CO,1,3,-0.2,0.0,11,5,1.6,3
COc1cccc(NS(=O)(=O)c2ccc(-n3cccn3)cc2)c1,/,-11,/,0.0,-4,-13,-1.7,-14
Cc1cc(C)c(SSc2nnnn2-c2ccccc2)c(C)c1,-2,-16,-0.1,-0.1,-3,-7,1.6,0
NC(=O)C1CCN(C(=O)c2ccc(Cl)c(NC(=O)c3cccs3)c2)CC1,1,-38,0.4,-0.1,4,-5,-0.4,-3
C[C@@H]1CN([C@@H](C)CO)C(=O)c2cc(NC(=O)Nc3ccc4c(c3)OCO4)ccc2O[C@H]1CN(C)C(=O)NC1CCCCC1,-2,17,-0.2,-0.3,5,2,1.7,-2
CCOc1nc(-c2ccccc2)ccc1-c1noc(-c2cccnc2)n1,-3,-8,0.4,0.2,5,-3,2.8,-4
COc1ccc(C(=O)Nc2cc(-c3ccccc3)nn2-c2ccccc2F)cc1,-1,-10,-0.3,0.2,?,/,0.5,-6
C[C@@H]1CN([C@H](C)CO)C(=O)c2cc(-c3cncnc3)cnc2O[C@H]1CN(C)Cc1cncnc1,1,-1,-0.1,-1.0,3,8,-1.6,-2
C[C@@H]1CN([C@H](C)CO)C(=O)Cc2cc(NS(=O)(=O)c3cn(C)cn3)ccc2O[C@@H]1CN(C)C(=O)Nc1ccccc1,0,0,-0.1,-0.3,-5,18,-0.1,-4
CCCCN(C)CCC(=O)Nc1ccc2c(c1)CCC2,-1,-7,/,0.1,8,-4,1.4,/
CC(NC(=O)COC(=O)CNC(=O)C1CCCCC1)c1ccccc1 (centres undefined),2,-8,-0.3,0.0,4,4,-1.5,0
CN(C(=O)C1CCC(=O)N(CCCN2CCCC2=O)C1)C(C1CC1)C1CC1 (centres undefined),4,-4,/,0.0,9,6,-2.7,-11
COc1ccc(OC)c(C2CC(=O)OC3=C2C(=O)CC(C)(C)C3)c1 (centres undefined),3,1,0.0,0.3,-5,-10,3.4,-6
CC1CCN(CCNC(=O)C2CCN(S(=O)(=O)c3cccc4nsnc34)CC2)CC1,-15,-11,/,0.1,-2,2,2.1,-5
C[C@@H]1CN([C@@H](C)CO)C(=O)c2cc(-c3ccccc3)cnc2O[C@H]1CN(C)C(=O)c1cccc(F)c1,/,/,-0.1,-1.3,/,-11,-3.3,/
C[C@@H]1CCCCO[C@@H](CN(C)C(=O)Nc2ccc(C(F)(F)F)cc2)[C@H](C)CN([C@H](C)CO)C(=O)c2cc(NC(=O)C3CCCCC3)ccc2O1,-2,-9,0.0,-0.5,23*,-12,1.5,-2
O=S(=O)(/C=C/c1ccccc1)Oc1ccccc1,2,-6,/,/,6,-7,-0.2,5
O=S(=O)(NC[C@@H]1N[C@@H](CO)[C@@H]1c1ccccc1)c1ccccc1,0,-58,0.0,0.1,10,15,1.4,0
C[C@H](CO)N1C[C@H](C)[C@H](CN(C)CC2CCCCC2)Oc2ccc(NC(=O)NC3CCCCC3)cc2C1=O,1,-7,/,0.0,29*,-7,0.8,10
CCCC#Cc1ccc2c(c1)O[C@@H](CN(C)C(=O)NCCC)[C@@H](C)CN([C@@H](C)CO)S2(=O)=O,1,11,0.0,-0.3,2,-11,0.7,1
COc1ccc(NC(=O)C[C@H]2C(=O)N(CCc3ccccc3)C[C@@H]2Cc2ccccc2)cc1,-1,-6,-0.1,0.0,1,-29,1.2,4
O=C(Cn1cncn1)N/N=C/c1cc([N+](=O)[O-])ccc1O,-4,-37,0.9,0.1,-4,-3,0.5,6
CC(C)NC(=O)Nc1ccc2c(c1)C(=O)N([C@@H](C)CO)C[C@H](C)[C@@H](CN(C)S(=O)(=O)c1cn(C)cn1)O2,2,5,-0.1,0.0,8,13,0.2,7
COc1ccc(C(=O)CN2CCN(c3cc(C)nc4ccccc34)CC2)cc1,-12,23,/,0.0,2,23,1.3,16
CCOC(=O)C1=C(CS(=O)(=O)c2ccc(F)c(C)c2)NC(=O)NC1c1ccc(O)c(O)c1 (centres undefined),2,3,-0.2,0.0,0,/,4.5,-2
CCN(CC)CCCN=Cc1c(O)n(-c2ccc(C)cc2)c(=O)c2ccccc12,-6,-3,0.1,0.2,6,2,0.2,12
C[C@@H]1CN([C@@H](C)CO)C(=O)c2cc(NC(=O)CCC(F)(F)F)ccc2O[C@H]1CN(C)S(=O)(=O)c1cn(C)cn1,-2,16,-13,0.2,3,10,1.4,-6
CCCC(=O)Nc1ccc2c(c1)OC[C@@H](C)N(CCC(F)(F)F)C[C@@H](C)[C@H](OC)CN(C)C2=O,0,6,-0.2,0.4,-16,-8,-2.0,/
C#CCOCCOCCOCCNc1nc(N2CCN(C(=O)[C@H](CCC(=O)O)n3cc(C(N)Cc4ccc(O)cc4)nn3)CC2)nc(N2CCN(C(=O)[C@H](CCC(=O)O)n3cc(C(N)Cc4ccc(O)cc4)nn3)CC2)n1 (some centres undefined),1,-17,-0.1,0.0,20,-3,-1.1,/
NC(=O)CNC(=O)C1CCCc2c1[nH]c1ccc(Cl)cc21 (centres undefined),1,-12,/,/,/,-1,/,5
